Screening data deposited in PubChem by several laboratories.
KCNQ2 block – KCNQ2 channel blockers in CHO-K1 cells – cell-based, FluxOR thallium flux, B-score, primary screen (AID 2156); O88943; 20 min; hits give low values; B-score at 10 µM; hit rate 1.1% among 310,000;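 active = fluorescence ratio B-score at most minus 3 library SDs, with starting brightness B-score within 2 library SDs, cut at about -5.5 in these data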
Target sequence (O88943 whole entry, looked up): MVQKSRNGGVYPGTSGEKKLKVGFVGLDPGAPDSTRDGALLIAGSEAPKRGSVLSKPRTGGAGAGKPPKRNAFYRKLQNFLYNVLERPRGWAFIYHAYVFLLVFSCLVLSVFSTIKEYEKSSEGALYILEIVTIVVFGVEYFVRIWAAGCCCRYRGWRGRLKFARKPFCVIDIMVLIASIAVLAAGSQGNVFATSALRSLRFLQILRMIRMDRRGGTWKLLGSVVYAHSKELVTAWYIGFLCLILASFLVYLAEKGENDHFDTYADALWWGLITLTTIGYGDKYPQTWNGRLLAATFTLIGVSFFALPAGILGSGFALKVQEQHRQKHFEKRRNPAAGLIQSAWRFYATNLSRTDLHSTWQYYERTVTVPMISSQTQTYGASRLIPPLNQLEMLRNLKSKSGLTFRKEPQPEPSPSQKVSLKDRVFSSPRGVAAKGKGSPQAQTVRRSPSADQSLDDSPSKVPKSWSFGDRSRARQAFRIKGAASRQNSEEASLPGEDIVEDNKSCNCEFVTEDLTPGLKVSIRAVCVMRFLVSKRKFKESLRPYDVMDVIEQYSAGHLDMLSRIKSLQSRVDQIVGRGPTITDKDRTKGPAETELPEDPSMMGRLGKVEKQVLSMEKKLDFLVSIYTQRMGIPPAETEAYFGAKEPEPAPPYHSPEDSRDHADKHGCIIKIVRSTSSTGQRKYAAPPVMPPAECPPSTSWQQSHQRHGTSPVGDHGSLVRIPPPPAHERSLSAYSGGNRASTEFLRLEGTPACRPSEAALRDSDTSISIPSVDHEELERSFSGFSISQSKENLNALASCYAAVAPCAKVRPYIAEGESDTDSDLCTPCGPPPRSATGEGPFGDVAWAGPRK
OX1R antag – OX1R (human) antagonism; O43613; OX1R-expressing cells, FRET antagonist read-out; inhibition, % at 6.6 µM; hit rate 1.8% among 330,000; AID 485270; in the data active = inhibition mostly above about 38%, no sharp cut-off; inactive = mostly below about 40%;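 note: 0% = agonist challenge alone and 100% = reference antagonist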
STK33 inh – blocks human STK33 kinase activity; Q9BYT3; inhibition, % at 10 µM; hit rate 0.073% among 320,000; purified STK33, MBP phosphorylation, ADP-Glo luminescence;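 active = inhibition at or above 25%, using the most active replicate where run in duplicate; inactive = inhibition below 25%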
The depositor's hits bear a star; i = inactive; . = no result given. Rows are unselected; any-hit rate near 2.7%.

Results follow in this order: KCNQ2 block, OX1R antag, STK33 inh
- COCCN(C(=O)COC(=O)CC1CCCCC1)c1c(N)n(Cc2ccccc2)c(=O)[nH]c1=O
 : i, 14.7, 0.6
- O=C(CSc1nc2ccccc2n1CC(=O)N1CCCC1)Nc1ccc2c(c1)OCO2
 : i, 25.5, -3.3
- COc1ccc(N(C(C)C(=O)N/N=C(\C)C(C)(C)C)S(C)(=O)=O)cc1 (stereo not drawn)
 : i, 34.6, -2.6
- COc1cc([N+](=O)[O-])ccc1N/C=C/C(=O)c1cccs1
 : i, 24.9, -1.0
- CS(=O)(=O)NCCNc1ccc(C(F)(F)F)cc1[N+](=O)[O-]
 : i, 28.5, -1.4
- O=C(NCCc1ccccc1F)/C(=C/c1cccnc1)NC(=O)c1ccccc1
 : i, 8.4, -1.6
- CCN(CC(=O)N1CCOCC1)S(=O)(=O)c1ccc(Cl)cc1
 : i, 1.0, -1.0
- CC(=O)c1ccc(NC(=O)C2CC(=O)N(C(C)C)C2)cc1 (stereo not drawn)
 : i, 16.3, 0.4
- CCOC(=O)c1sc2nc(C)nc(SC(C)C(=O)NC3CC3)c2c1C (stereo not drawn)
 : ., 4.8, -0.5
- COc1ccc(C(=O)OCCOc2ccccc2C(C)=O)c(O)c1
 : i, 19.6, -0.7
- O=C(CN1C(=O)/C(=C/c2ccccc2F)Sc2ccccc21)NCCCN1CCOCC1
 : i, 13.4, -0.7
- O=C(CSc1nnnn1C1CC1)Nc1cc(S(=O)(=O)N2CCCC2)ccc1Cl
 : ., 3.0, -0.8
- Cc1ccc(Cl)c(NC(=O)CN(C)CC(=O)Nc2ccc(F)c(F)c2F)c1Cl
 : i, 18.2, .
- CCOc1ccccc1N(CC(=O)NCCc1ccccc1)C(=O)CCC(=O)Nc1ccccn1
 : i, 16.5, -0.7
- CCCN(C(=O)c1cc(Cl)nc2ccccc12)C1CCS(=O)(=O)C1 (stereo not drawn)
 : i, 18.4, -0.8
- COc1ccc(CCNc2nc(N3CCCCC3)nc(N3CCCCC3)n2)cc1OC
 : i, 40.0, 0.2
- Cc1ccc(C(=O)c2ccccc2C(=O)OCC(=O)N2C(C)CCCC2C)cc1 (stereo not drawn)
 : ., 18.7, 0.6
- Cc1cc(OCC(=O)Nc2ccc(S(=O)(=O)N3CCN(C)CC3)cc2)ccc1Br
 : i, 25.4, 0.9
- CCN(CC)C(=S)NC(=O)Cc1ccccc1
 : i, 9.5, -0.2
- COc1cc(/C=C2/SC(=S)N(CCC(=O)Nc3ccccc3)C2=O)cc(OC)c1OC
 : i, 16.4, -1.9
- COc1cc(OC)cc(OCC(O)Cn2cnc(-c3ccccc3)c2)c1 (stereo not drawn)
 : i, 15.3, -0.4
- C/C(=N\NC(=O)c1ccoc1C)c1cccnc1
 : i, 32.7, 0.1
- COc1ccc(C(=O)/C=C/C(=O)N(Cc2ccccc2)C(C(=O)NC2CCCCC2)c2ccncc2)c(O)c1 (stereo not drawn)
 : i, 21.9, -1.6
- COc1ccc([N+](=O)[O-])cc1NC(=O)Nc1ccc(OC)c(OC)c1
 : i, 11.9, -0.6
- Cc1nc2ccccn2c1-c1ccnn1S(=O)(=O)c1ccc(F)cc1
 : i, 14.8, 14.1
- CCOc1ccc(S(=O)(=O)N(CC)CC(=O)N2CCOCC2)cc1C
 : i, 6.4, -0.8
- Cc1ccc(S(=O)(=O)n2nc(-c3ccco3)nc2N)cc1
 : i, 17.1, -0.3
- CC(=O)N1SC(N)=NC1c1ccccc1 (stereo not drawn)
 : i, 12.5, -1.2
- O=C(CSc1nnc(-c2ccccn2)n1Cc1ccco1)c1ccccc1
 : i, 21.8, 4.3
- COc1ccc2[nH]cc(CCNC(=O)Cc3ccc(Br)cc3)c2c1
 : i, -2.1, -1.4
- Cn1c(=O)c2cc(S(=O)(=O)NCCC(=O)N3CC=C(c4ccccc4)CC3)ccc2n(C)c1=O
 : ., 14.0, 0.1
- CCN(CC)Cc1oc(CO)cc(=O)c1O
 : i, 10.7, -0.2
- CCCCCn1c(N2CCN(Cc3ccccc3)CC2)nc2c1c(=O)[nH]c(=O)n2C
 : i, 8.1, -1.0
- Clc1ccc(CN2C3=NCCN3c3ccccc32)cc1Cl
 : i, 5.2, -2.0
- CC1=C(C(=O)OC(C)C)C(c2ccco2)NC(=O)N1 (stereo not drawn)
 : i, 8.5, -1.0
- Nc1nc2ccccc2n1CCOc1ccc(Cl)cc1
 : i, 4.6, -1.1
- COC(=O)Cc1c(O)ccn(Cc2ccccc2OC)c1=O
 : i, 9.9, -0.2
- O=C(Nn1c(-c2ccc(Br)cc2)nc2ccccc2c1=O)c1cccnc1
 : i, 15.2, -0.6
- Cc1ccc(CNC(=O)/C=C/c2ccc(S(=O)(=O)NCc3ccco3)cc2)cc1
 : i, 10.8, -1.3
- COc1cc(NC(=O)c2cc([N+](=O)[O-])ccc2N2CCOCC2)ccc1NC(=O)c1ccco1
 : i, 17.0, 0.8
- Cc1ccc(S(=O)(=O)NC(C(=O)N2CCOCCOCCOCCOCC2)c2ccccc2)cc1 (stereo not drawn)
 : i, 16.1, -0.8
- Cc1cc(C)n(CC(O)CN2C(=O)NC(C)(C)C2=O)n1 (stereo not drawn)
 : i, 7.0, -2.3
- Cc1ccc(NC(=O)c2cc(-c3ccc(C)o3)nc3ccccc23)nc1
 : i, 8.2, 0.8
- COc1ccc(-c2coc3c(CN4CCOCC4)c(O)ccc3c2=O)cc1
 : i, 6.1, -1.8
- O=C(CCCc1nc(-c2ccccc2)no1)NCc1cccnc1
 : i, 9.6, -1.3
- O=[N+]([O-])c1ccc(NNC(=S)Nc2ccccc2)cc1
 : i, 29.8, -0.6
- Cc1cc(Cl)cc(C)c1OCC(=O)O
 : i, 21.8, -1.2
- O=C(O)CCc1ccc(-c2ccc(Cl)cc2)n1CCC(=O)O
 : i, 6.5, -2.1
- C[C@H](CO)N1C[C@H](C)[C@@H](CN(C)C(=O)NC2CCCCC2)Oc2c(NS(=O)(=O)c3cn(C)cn3)cccc2C1=O
 : ., 5.7, 0.1
- CC(CNC(=O)CCc1ccccc1)NC(=O)CCc1ccccc1 (stereo not drawn)
 : i, 2.8, -0.6
- Cc1ccc(C(C)C)c(OCC(=O)NS(=O)(=O)c2ccc(Cl)cc2)c1
 : i, 59.0*, -3.2
- COc1ccc(C(CC(=O)NCCN2CCOCC2)NS(=O)(=O)c2ccc(C)cc2)cc1 (stereo not drawn)
 : i, 8.8, 1.1
- O=C(c1cccs1)N1CCC(c2nc3ccccc3s2)CC1
 : i, 9.1, -0.4
- Clc1cccc(CNCCNCc2cccc(Cl)c2)c1
 : i, 7.0, -1.1
- CCOC(=O)c1nnn(-c2nonc2-n2cccc2)c1CN1CCCCC1
 : i, 26.7, .
- O=C(O)CCC(=O)N1CCOc2ccc(Cl)cc21
 : i, 16.4, -0.8
- Cc1[nH]c2ccccc2c1C(=O)CSc1cccc[n+]1[O-]
 : i, 1.1, -1.1
- O=C(Nc1cccnc1)C1CCCN1S(=O)(=O)c1ccc(Cl)c(Cl)c1 (stereo not drawn)
 : i, 62.6*, 0.2
- COc1cc(Cn2c(-c3ccc(O)c(OC)c3)nc3ccccc32)ccc1O
 : i, 16.7, 1.5
- COc1ccc(C)cc1N(CC(=O)Nc1ccc(S(=O)(=O)N2CCCC2)cc1)S(C)(=O)=O
 : i, ., -1.3

Continued:
molecule	KCNQ2 block	OX1R antag	STK33 inh
CCc1nnc(NC(=O)CSc2ncc(-c3ccccc3)[nH]2)s1	i	8.5	0.0
CCCN1C(=O)c2ccc(C(=O)Nc3ccccc3C(=O)O)cc2C1=O	i	3.7	-0.9
CCN(CC)S(=O)(=O)c1ccc(OC)c(NC(=O)c2cccc(C)c2[N+](=O)[O-])c1	i	9.9	-0.6
COc1cccc(NC(=O)COC(=O)CC2CC3CCC2C3)c1 (stereo not drawn)	.	1.3	0.1
CC(C)=CC(O)C/C(C)=C/COc1ccc2ccc(=O)oc2c1 (stereo not drawn)	i	16.6	1.6
COc1cccc(OC)c1C(=O)Nc1ccc2c(c1)N(S(=O)(=O)c1cccs1)CCC2	i	29.3	-0.3
COc1ccc(/C=N/NC(=O)CCc2n[nH]c(=O)[nH]c2=O)cc1OC	i	20.8	-1.5
Cc1ccc(S(=O)(=O)Nc2ccccc2N2CCCCC2)cc1	.	9.8	-2.9
COc1ccc2nc(SCC(=O)Nc3cc(OC)c(OC)cc3C(=O)O)c(C)cc2c1	i	14.7	0.4
O=C(CCCNC(=O)/C(=C/c1ccccc1F)NC(=O)c1ccccc1)OCc1ccccc1	i	23.6	-0.9
CCOC(=O)C(Oc1ccc2c(-c3ccccc3)cc(=O)oc2c1)c1ccccc1 (stereo not drawn)	i	29.0	-0.5
CCC(C(=O)NCc1ccccn1)n1c2ccccc2c2nc(=O)cc(C)n21 (stereo not drawn)	i	-7.3	-2.1
CC(Sc1nnc(-c2cccnc2)o1)C(=O)NC1CCCC1 (stereo not drawn)	.	2.4	-1.3
COc1ccc(CCn2c(=S)[nH]c3cc(C(=O)NCc4ccco4)ccc3c2=O)cc1OC	.	12.0	-0.3
CN1CCN(c2ccccc2NC(=O)c2cc3ccccc3o2)CC1	i	9.9	3.3
CC1CCCCC1NC(=O)c1c(O)nc2ccccn2c1=O (stereo not drawn)	i	27.8	1.4
Cc1ccc(C(=O)NCCCNC(=O)COc2ccc(Cl)cc2)cn1	i	10.4	-1.1
O=c1cnn(Cc2ccc(Cl)c(Cl)c2)c2ccccc12	i	44.5	0.3
Brc1ccc(-n2c(SCc3nc4ccccc4[nH]3)nnc2-c2ccncc2)cc1	i	3.2	-2.7
O=C(c1cn(-c2ccccc2)nc1-c1ccc(Br)cc1)N1CCOCC1	i	13.6	0.4

Whole records, quoted from the list:
Profile of Cn1c(=O)c2cc(S(=O)(=O)NCCC(=O)N3CC=C(c4ccccc4)CC3)ccc2n(C)c1=O : KCNQ2 block = .; OX1R antag = 14.0; STK33 inh = 0.1
Profile of O=C(CCCNC(=O)/C(=C/c1ccccc1F)NC(=O)c1ccccc1)OCc1ccccc1 : KCNQ2 block = i; OX1R antag = 23.6; STK33 inh = -0.9

Random excerpt: 3 compounds from above
molecule	KCNQ2 block	OX1R antag	STK33 inh
O=C(c1cn(-c2ccccc2)nc1-c1ccc(Br)cc1)N1CCOCC1	i	13.6	0.4
CC(Sc1nnc(-c2cccnc2)o1)C(=O)NC1CCCC1 (stereo not drawn)	.	2.4	-1.3
Cc1ccc(C(=O)NCCCNC(=O)COc2ccc(Cl)cc2)cn1	i	10.4	-1.1

Continued:
molecule	KCNQ2 block	OX1R antag	STK33 inh
Cc1ccc(C2NNC(=O)C2NC(=O)c2ccccc2)cc1 (stereo not drawn)	i	-6.2	-1.1
CCc1ccc(CN2CCC(Oc3ccc(C(=O)N4CCCCC4)cc3)CC2)cc1	i	.	0.9
O=C(O)CSc1nc(-c2ccccc2)nc2c1oc1ccccc12	i	14.3	-2.9
Cc1ccc2cc(C(c3nnnn3C3CCCC3)N(Cc3ccccc3)Cc3ccco3)c(=O)[nH]c2c1 (stereo not drawn)	i	3.8	0.0
Cc1nnc(C)n1/N=C/c1ccc(-c2ccccc2)cc1	i	4.9	-0.6
COc1ccc(C(=O)O)cc1S(=O)(=O)N(C)C	i	11.9	0.3
O=C1/C(=C/c2cccnc2)Cc2ccc(Cl)cc21	i	33.1	0.1
NS(=O)(=O)c1ccc(CCNC(=O)c2ccc([N+](=O)[O-])s2)cc1	i	65.8*	0.5
O=C(O)CCn1c(SCCOc2ccccc2F)nc2ccccc21	i	.	-1.5
CC(C#N)Sc1ncnc2sc3c(c12)CCC3 (stereo not drawn)	i	21.6	0.1
CCCCn1nc2cc(C(=O)NCCc3ccc(C)cc3)ccc2c1OCC	i	26.8	-1.1
COc1ccc(NC(=O)CSc2ncnc3c2cnn3Cc2ccccc2)cc1OC	i	4.2	-1.6
CC(=O)N1CCN(c2ccnc3cc(Cl)ccc23)CC1	i	18.1	3.5
Cc1ccc(C(=O)N(CC(=O)Nc2sc(C)c(C)c2C(N)=O)C2CCCC2)cc1	i	23.8	0.1
Cc1ccccc1OCC(=O)Nc1cc(S(=O)(=O)N2CCOCC2)ccc1N1CCCC1	.	8.2	-0.8
CCNC(=O)C(Cc1ccccc1)NC(=O)OCc1ccccc1 (stereo not drawn)	i	2.1	-3.0
CCC1(C)OC(=O)N(CCCn2ccnc2C)C1(C)O (stereo not drawn)	i	24.3	-2.6
CC1CC(C)CN(S(=O)(=O)N2CCCC(C(=O)NC3CCCCC3)C2)C1 (stereo not drawn)	i	0.9	1.3
Cn1cc(C(N)=O)c2ccccc21	i	8.9	0.3
C[N+](C)(C)CCOC(=O)C1(c2ccccc2)CCCC1	i	11.2	-0.9
CCN(C(=O)C(C)OC(=O)C1C(C(=O)OC)=C(C)NC(C)=C1C(=O)OC)c1ccccc1 (stereo not drawn)	i	27.1	-1.3
CN(CCc1cn[nH]c1)Cc1nc(C(c2ccccc2)c2ccccc2)no1	i	18.0	1.6
CCN(CC)S(=O)(=O)c1cc(Cl)ccc1OC	i	6.8	-1.1
COCCNC(=O)C1CCC(=O)N1S(=O)(=O)c1ccc(C)cc1 (stereo not drawn)	i	-12.4	-1.4
Cc1ccccc1OCC(=O)NCCC(=O)O	i	3.8	-1.2
COc1ccc2[nH]c3c(NCCCOC(C)C)ncnc3c2c1	i	9.9	5.9
Cc1cc(-n2c(C)cc(C(=O)COc3ccccc3[N+](=O)[O-])c2C)no1	i	10.0	-2.0
CC1(c2cccc(Br)c2)NC(=O)N(CC(=O)Nc2cccnc2Cl)C1=O (stereo not drawn)	i	-4.2	-1.5
CCCC[C@@H]1CNC(=S)N1CCCC	i	24.1	-1.7
CC1Oc2ccccc2OC1C(=O)Nc1nccs1 (stereo not drawn)	i	13.9	1.2
